Screens as filed in PubChem.
Fam108B counter – mouse Fam108B serine hydrolase inhibitors, primary screen, counter-screen for RBBP9 inhibitor project, biochemical, fluorescence polarization | recombinant Fam108B, FP-Rh probe fluorescence polarization | 300,000 tested, 0.33% active | inhibition, % at 9.51 µM | AID 1947, 2009;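 active means inhibition above the screen mean inhibition plus 3 SD, computed separately per campaign, cut at about 18% in these data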;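 further: inhibitors lower polarization as less probe binds the enzyme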
GLD-1 TGE inh – GLD-1/TGE RNA complex disruptors, primary screen, biochemical, fluorescence polarization; 320,000 tested, 0.44% active; Female germline-specific tumor suppressor gld-1 (Caenorhabditis elegans), Q17339; inhibition, % at 5.96 µM; purified GLD-1 + fluorescein TGE RNA;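 active means percent inhibition above a per-plate cutoff, the plate mean of test compounds plus 3 SD, cut at about 30% in these data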;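 further: 0% = DMSO wells with GLD-1 and probe and 100% = wells lacking GLD-1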
Target sequence (Q17339 whole entry, looked up): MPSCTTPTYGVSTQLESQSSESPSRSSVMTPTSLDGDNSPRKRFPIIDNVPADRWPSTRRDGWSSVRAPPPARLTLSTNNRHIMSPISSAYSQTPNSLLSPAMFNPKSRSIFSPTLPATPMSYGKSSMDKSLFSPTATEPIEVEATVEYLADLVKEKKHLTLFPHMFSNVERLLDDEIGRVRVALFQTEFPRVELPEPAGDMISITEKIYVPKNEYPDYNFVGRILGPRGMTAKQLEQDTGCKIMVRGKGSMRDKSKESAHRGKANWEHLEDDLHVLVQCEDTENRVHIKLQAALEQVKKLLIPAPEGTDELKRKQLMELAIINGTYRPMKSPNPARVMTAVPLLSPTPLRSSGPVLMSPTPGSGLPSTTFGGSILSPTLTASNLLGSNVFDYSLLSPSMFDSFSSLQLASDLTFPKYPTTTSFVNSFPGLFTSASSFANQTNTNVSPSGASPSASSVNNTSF
pPAFAH FP inh – pPAFAH enzyme inhibitors, primary screen, biochemical, fluorescence polarization, human; inhibition, % at 3.39 µM; Platelet-activating factor acetylhydrolase (Homo sapiens), Q13093; recombinant pPAFAH, FP-rhodamine probe fluorescence polarization; 330,000 tested, 1.5% active;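 active means inhibition above the mean inhibition across the screen plus 3 SD, cut at about 25% in these data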;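 further: inhibitors block binding of the rhodamine activity-based probe so polarization drops; 0% = enzyme with DMSO and 100% = wells lacking pPAFAH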
MCL1-BIM inh – inhibitors of MCL1 binding to BIM-BH3, primary screen, biochemical, fluorescence polarization; Induced myeloid leukemia cell differentiation protein Mcl-1 (Homo sapiens), Q07820; GST-MCL1 / FITC-Bim-BH3 fluorescence polarization; 320,000 tested, 0.68% active; inhibition, % at 10.9 µM; AID 2057, 2009;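 active means inhibition above the mean inhibition of all tested compounds plus 3 SD, set per campaign, cut at about 40% in these data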;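 further: 0% = DMSO wells and 100% = unlabeled Bim-BH3 peptide control; higher means more loss of mP so more displacement of Bim peptide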
PAFAH1B2 inh – PAFAH1B2 enzyme inhibitors, primary screen, biochemical, fluorescence polarization, human. recombinant PAFAH1B2, FP-rhodamine activity probe. 340,000 tested, 1.2% active. inhibition, % at 3.39 µM. Platelet-activating factor acetylhydrolase IB subunit alpha2 (Homo sapiens), P68402;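 active means inhibition above the mean of all tested compounds plus 3 SD, cut at about 24% in these data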;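 further: 0% = enzyme with DMSO and 100% = wells lacking PAFAH1B2; many of its hits are not listed in these tables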
Bcl-xL primary – inhibitors of human Bcl-xL, primary screen, biochemical, fluorescence polarization, HTS; 320,000 tested, 0.7% active; inhibition, % at 10.9 µM; Bcl-2-like protein 1 (Homo sapiens), Q07817; GST-Bcl-xL / FITC-Bim BH3 peptide fluorescence polarization; AID 2129, 2009;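 active means inhibition above the mean of all tested compounds plus 3 SD, cutoff set per campaign, cut at about 30% in these data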;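 further: 0% = DMSO wells and 100% = unlabeled Bim-BH3 peptide competitor; inhibitors lower millipolarization by displacing the labeled peptide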
Target sequence (Q07817 whole entry, looked up): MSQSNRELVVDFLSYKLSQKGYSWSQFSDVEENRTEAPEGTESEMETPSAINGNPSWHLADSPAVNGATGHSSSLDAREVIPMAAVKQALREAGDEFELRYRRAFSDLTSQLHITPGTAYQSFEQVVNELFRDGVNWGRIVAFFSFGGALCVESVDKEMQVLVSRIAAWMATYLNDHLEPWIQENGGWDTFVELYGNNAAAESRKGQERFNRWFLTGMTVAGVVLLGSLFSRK
PME-1 primary – PME-1 inhibitors via competitive probe labeling, primary screen, biochemical, fluorescence polarization, FP-Rh probe, HTS; Protein phosphatase methylesterase 1 (Homo sapiens), Q9Y570; recombinant PME-1; inhibition, % at 5.9 µM; 320,000 tested, 0.53% active; AID 2130, 2009;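 active means inhibition above the campaign mean of all compounds plus 3 SD, cut at about 26% in these data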;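 further: competitive labeling of PME-1 active site by serine hydrolase directed probe; 0% = PME-1 with DMSO and 100% = wells lacking PME-1 enzyme; inhibitors block probe labeling so polarization falls and inhibition rises; many of its hits are not listed in these tables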
Target sequence (Q9Y570 whole entry, looked up): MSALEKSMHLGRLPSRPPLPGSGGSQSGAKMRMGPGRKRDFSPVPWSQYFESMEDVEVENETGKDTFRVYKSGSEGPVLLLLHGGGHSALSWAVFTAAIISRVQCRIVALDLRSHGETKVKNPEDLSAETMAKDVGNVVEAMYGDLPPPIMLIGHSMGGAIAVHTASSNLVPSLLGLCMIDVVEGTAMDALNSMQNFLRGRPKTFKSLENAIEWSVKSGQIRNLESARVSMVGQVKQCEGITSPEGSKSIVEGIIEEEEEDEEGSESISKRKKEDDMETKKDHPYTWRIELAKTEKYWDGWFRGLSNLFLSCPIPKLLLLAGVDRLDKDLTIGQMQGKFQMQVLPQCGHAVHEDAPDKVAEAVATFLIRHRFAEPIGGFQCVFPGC
AHR act – AHR activators, primary screen, cell-based, luminescence, luciferase reporter, human. Aryl hydrocarbon receptor (Homo sapiens), P35869. 320,000 tested, 2.5% active. activation, % at 5 µM. AHR-responsive luciferase reporter cells; in the data active means activation above about 47%;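 further: 0% = vehicle wells and 100% = reference agonist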
MEX-5 binding – MEX-5 zinc finger RNA-binding disruptors – biochemical, C. elegans, fluorescence polarization, MLPCN library, primary screen. Zinc finger protein mex-5 (Caenorhabditis elegans), Q9XUB2. MEX-5/FITC-TCR2 RNA binding; hits give low values. activity score (negative = inhibition of binding), % at 10 µM. 300,000 tested, 0.38% active. AID 1832, 2009;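 active means inhibition past about -25% in most replicates, and total fluorescence under double the plate's negative control median, limit read from the data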;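 further: 0% = DMSO and -100% = 5 µM competing unlabeled TCR2 RNA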
An asterisk follows results filed as active; nt = no result given.

Compound	GLD-1 TGE inh	Fam108B counter	MEX-5 binding	MCL1-BIM inh	Bcl-xL primary	pPAFAH FP inh	PME-1 primary	PAFAH1B2 inh	AHR act
Cc1ccc(C)c(N(C(=O)Cn2nnc3ccccc32)C(C(=O)NCc2ccco2)c2ccncc2)c1 (stereo not given)	1	-3	0.0	10	6	-5	-7	0	4
CCOc1ccc(N(CC(=O)Nc2ccc(C)c(C)c2)S(C)(=O)=O)cc1	-5	-2	1.6	-20	-13	-2	-6	6	52*
O=C(CCCn1c(=S)[nH]c2ccccc2c1=O)NCCSCc1ccccc1	0	2	0.0	7	7	2	-8	-4	1
O=C(c1ccccc1F)N1CCN(CC2CC3C=CC2C3)CC1 (stereo not given)	1	-2	1.3	2	4	1	7	-2	-4
Cc1ccc2oc(=O)c3cnn(CC(=O)N(Cc4ccco4)C4CCCCC4)c3c2c1	0	-2	-0.7	0	0	-7	8	4	0
CCOc1ccc(OCC)c(NC(=O)CN(C)S(=O)(=O)c2ccc3nc(C)sc3c2)c1	5	-2	-2.3	0	3	4	-6	-4	10
CC(C)CC(=O)NCc1ccc2[nH]c3c(c2c1)CCCC3	16	3	-3.9	17	17	6	3	-2	10
COc1ccc(CCNC(=O)c2ccco2)cc1	5	0	-0.6	-6	8	2	-2	1	-2
COc1cc(/C=N/Nc2cccc3cccnc23)cc(OC)c1O	7	12	-2.3	25	24	21	21	3	23
O=C(c1cccc(S(=O)(=O)N2CCCCC2)c1)N1CCN(S(=O)(=O)c2ccc(F)cc2)CC1	4	-1	1.1	7	7	-5	8	13	-1
OCOCCCn1c(C2CCCN2c2nc(-c3ccc(F)cc3)cs2)nc2cc(Cl)c(N3CCCCC3)cc21 (stereo not given)	-2	9	0.1	-4	-1	15	0	-1	35
CC(=O)Nc1ccc(S(=O)(=O)NNC(=O)c2ccc(S(=O)(=O)N3CCCCC3)cc2)cc1	5	-1	0.7	13	5	-2	5	7	1
Cc1c(CCC(=O)N[C@@H](CCCNC(N)=O)C(=O)O)c(=O)oc2cc3oc4c(c3cc12)CCCC4	1	-2	0.5	7	9	5	-1	6	-1
CCOc1ccc(CCNC(=O)CN(C)S(=O)(=O)c2cccs2)cc1OCC	2	4	1.3	-2	0	3	3	0	2
C=CCOC(=O)C1=C[C@H](c2ccc(C(F)(F)F)cc2)C[C@H](OCCCCO)O1	1	-5	3.3	0	-1	6	0	3	4
CC(=O)c1sc2nc(=O)c(C)nn2c1C	4	-4	0.4	-2	0	-7	-5	5	1
CNS(=O)(=O)c1cccc(C(=O)OCC(=O)Nc2ccccc2F)c1	0	3	-0.8	2	1	2	4	0	0
COc1cc(NC(=S)N2CCCCC2C)c(OC)cc1Cl (stereo not given)	1	-2	-1.0	9	5	1	0	-3	13
CCc1cc2c(=O)c(-c3cnn(-c4ccccc4)c3)c(C)oc2cc1OCC(=O)Nc1ccc(F)c(F)c1	1	-1	-3.1	6	5	2	-6	5	-3
Cc1ccc(NC(=S)NCc2ccco2)c(C)c1	-5	-2	0.1	3	-2	-2	-3	3	2
O=C(Nc1cc(S(=O)(=O)N2CCCCC2)ccc1N1CCCCC1)C1CC1	-3	-1	1.4	-5	0	4	10	-1	1
O=C1OC(/C=C/c2ccc(Cl)cc2)=NC/1=C/c1ccco1	4	-1	-2.7	-18	-3	12	4	6	-2
CC(C)CN1C(=O)C(=O)N(CC(=O)N(C)CC(=O)Nc2ccc(Cl)c(C(F)(F)F)c2)C1=O	-1	nt	nt	-1	2	2	-6	1	-1
Cc1cccc(NC(=O)C2CCN(S(=O)(=O)c3ccc4c(c3)OCCCO4)CC2)n1	-1	5	2.7	5	4	2	-9	5	3
CC(C)N(Cc1nc(-c2ccc(Cl)cc2)no1)Cc1nccn1C	4	-2	3.9	3	5	4	-3	5	24
Cc1ccc(OCCNC(=O)CCNS(=O)(=O)c2ccc(C)cc2)cc1	5	3	-1.6	2	5	1	7	1	2
CN1CCN(C(=O)CCc2nnc3ccc(N4CCC5(CC4)OCCO5)nn23)CC1	9	0	-4.2	5	8	3	3	0	2
COc1ccc(C2C(C(=O)Nc3cccnc3)=C(C)Nc3nc(-c4ccco4)nn32)cc1 (stereo not given)	-2	-2	-1.1	-1	1	-1	4	4	1
CCOC(=O)Nc1sc2nc(C)cc(C)c2c1-n1cccc1	0	-1	-0.3	-2	3	13	8	6	70*
Fc1ccccc1N1CCN(c2cnc3ccccc3n2)CC1	9	-1	-0.6	2	1	3	8	1	-5
O=C(Cc1ccc(Cl)cc1)Nc1ccc2oc(-c3ccncc3)nc2c1	6	3	-2.3	-3	4	-2	3	-2	-12
COc1ccc(OC)c(N2C(N)=NC(N)=NC23CCCC3)c1	3	7	-0.4	-1	4	2	3	-4	2
CC(=O)N1CCN=C1SCc1ccc(C(F)(F)F)cc1	0	0	-3.7	-4	6	1	3	3	-3
CC1CCN(C(=O)c2ccc(CSc3nc4ccncc4n3Cc3ccc(F)cc3)cc2)CC1	-4	9	0.6	10	-5	3	-4	-1	-2
Cc1ccc(C(=O)COC(=O)C(C)N2C(=O)C3C4CCC(C4)C3C2=O)cc1 (stereo not given)	4	0	3.9	4	6	-2	1	3	0
COC(=O)c1cc2sccc2n1CC(=O)Nc1ccc(OC)c(OC)c1OC	5	2	0.9	1	2	2	5	4	2
COc1ccc(C(c2sc3ncnn3c2O)N2CCN(c3ccccc3F)CC2)cc1OC (stereo not given)	3	2	-0.1	2	4	-2	-5	3	8
CC(=O)Oc1cccc(N2C(=O)C3CC=C(Cl)CC3C2=O)c1 (stereo not given)	-2	-3	-1.5	12	6	-2	7	0	-1
CCOC(=O)CNC(=O)C1CCC(CNS(=O)(=O)c2cccc3nsnc23)CC1 (stereo not given)	-8	-1	2.1	-3	-2	2	5	-1	-2
CC(=O)N1c2ccc(S(=O)(=O)N3CCCCC3)cc2CC1C(=O)Nc1ccc(F)cc1C (stereo not given)	19	3	4.0	1	4	6	4	9	9
CC(=O)Nc1ccc(NC(=O)c2ccccc2CC[N+](=O)[O-])cc1	6	0	-1.0	0	-2	3	-10	5	-2
CCc1nnc(NC(=O)CSc2sc3c(O)cc(=O)[nH]c3c2C#N)s1	-3	9	-5.0	48*	26	32*	-21	19	7
N#CCC(=O)Nc1ccc(C(=O)NCCC(c2ccccc2)c2ccccc2)cc1	-20	-7	-3.1	-20	-9	34*	13	-7	-1
CCN(CC)CCOc1ccc(Br)cc1	6	-1	-1.1	1	1	6	1	0	-1
O=C(O)c1ccc2c(c1)C(=O)N(c1cccc(-c3nc4ccccc4s3)c1)C2=O	-7	-5	-0.3	8	10	3	-2	-2	10
O=[N+]([O-])c1ccc(N2CCOCC2)cc1SCc1ccco1	6	4	0.0	2	1	10	8	5	9
CCn1cc(C(=O)NCCCN2CC(C)CC(C)C2)c2cc(OC)c(OC)cc2c1=O (stereo not given)	-6	-9	-1.0	-10	-7	1	-6	0	3
Cc1ccc(S(=O)(=O)N(C)C)cc1NC(=S)NC1CCCC(C)C1C (stereo not given)	1	0	0.0	10	-2	-6	6	5	0
COc1ccc(NC(=O)c2c(NC(=O)CNCc3ccco3)sc3c2CCC3)cc1	-11	-1	3.0	2	0	2	7	0	53*
CCOCCOC(=O)C(C)Oc1ccc(Oc2nc(Cl)ccc2Cl)cc1 (stereo not given)	0	-6	-2.3	-5	2	6	-5	7	-1
Cc1ccc(S(=O)(=O)CC(=O)Nc2cc(C)on2)cc1	8	0	0.7	-1	-2	-1	5	6	-2
CCC1C(=O)N=C(SCC(=O)Nc2ccccc2)NC1=O (stereo not given)	-3	1	2.3	2	7	2	-1	6	1
Cc1ccccc1OCC(=O)Nc1nnc(-c2ccncc2)s1	5	2	-7.2	1	1	3	-10	6	1
Cc1nc(-c2c(-c3ccc(O)cc3O)noc2C(F)(F)F)cs1	-2	-4	0.5	-6	5	8	1	1	-1
CC1CN(C(=O)c2ccc3c(c2)OCO3)OC(c2ccccc2)O1 (stereo not given)	6	0	1.6	2	-2	0	-1	-3	4
CCn1cc(C(=O)NCCCN(C)c2ccccc2)c(=O)c2cc(S(=O)(=O)N(C)C)ccc21	4	1	-0.9	9	5	2	12	3	8
S=C(Nc1ccccc1)c1ccccn1	4	2	1.8	7	5	7	3	6	7
COc1ccc(OC)c(CN2CCN(CCc3ccccc3)C(CCO)C2)c1 (stereo not given)	5	1	3.4	1	4	2	-3	3	8
CCCCNC(=S)Nc1cccc2cnccc12	6	6	-0.6	12	9	9	4	-2	89*
COc1ccc(NC(=O)C2CCN(C(=O)Cc3ccccc3)CC2)c(OC)c1	3	1	0.6	5	7	-2	-3	12	1

Following part:
Compound	GLD-1 TGE inh	Fam108B counter	MEX-5 binding	MCL1-BIM inh	Bcl-xL primary	pPAFAH FP inh	PME-1 primary	PAFAH1B2 inh	AHR act
c1ccc2c(N3CCOCC3)nc(N3CCOCC3)nc2c1	-3	-4	3.0	-2	4	2	4	-1	2
COc1ccc2cc(C3c4cc(OC)c(OC)cc4CCN3C(=O)c3ccco3)c(=O)[nH]c2c1 (stereo not given)	2	-2	0.3	4	4	5	-1	-2	2
CC1(C)Cc2c(cnn2-c2ccccc2)-c2c1c1ccccc1n2CC(O)CCl (stereo not given)	11	10	0.7	7	13	13	10	13	5
O=C1c2ccccc2C(=O)N1CCSc1n[nH]c(=S)s1	-6	2	-2.1	-32	-6	4	-1	2	1
Oc1ccc(Cl)cc1CNn1cnnc1	-4	3	-0.1	-5	2	-1	4	0	-1
CCN(CC)S(=O)(=O)c1ccc(C(=O)Nc2ncn(Cc3ccccc3)n2)cc1	7	5	-1.0	2	3	1	-1	1	-2
O=c1c2c3c(sc2n2cnnc2n1Cc1ccccc1)CN(Cc1ccccc1)CC3	2	0	2.3	17	16	9	-4	6	-3
CCc1ccc(C(c2ccc(CC)cc2)C(Cl)Cl)cc1	5	nt	nt	4	3	-4	0	5	0
CCOc1ccccc1NC(=O)C(=O)N/N=C/c1ccc([N+](=O)[O-])cc1	2	3	0.1	4	4	3	18	-2	5
CCOc1ccc(NS(=O)(=O)c2ccc3c(c2)N(C(C)=O)CCO3)cc1	4	-1	-6.9	4	1	32*	13	4	1
COc1cccc(CNS(=O)(=O)c2ccc3c(c2)CC(C)N3C(C)=O)c1 (stereo not given)	-1	-2	-0.1	-1	1	4	1	-3	-3
Cc1cc(=O)oc2cc(OCc3ccc(C(=O)OCC(=O)Nc4ccccc4OC(F)F)cc3)ccc12	3	-17	2.0	-11	1	10	-10	-3	6
O=C(Nc1ccc2c(c1)CCCN2C(=O)c1cccs1)c1c(F)cccc1F	0	-3	3.3	3	1	-1	-1	6	-2
C=CCOC(=O)C1=C(C)OC(N)=C(C#N)C1c1ccc2c(c1)OCO2 (stereo not given)	-3	0	5.0	-3	4	6	5	3	6

Some of the compounds tested; count on the stated rates, not on these rows.
